Screening results as filed in PubChem.
APEX1 inh = qHTS Assay for Inhibitors of the Human Apurinic/apyrimidinic Endonuclease 1 (APE1); DNA repair nuclease/redox regulator APEX1 (Homo sapiens), P27695; recombinant APE1, TAMRA/BHQ-2 abasic DNA cleavage fluorescence; Potency, µM (titrated, usually from 65.8 µM), inactives show top-dose activity change, negative = inhibition, hits mostly inhibitors; 350,000 compounds, 0.35% hits; AID 2517, 2012;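 also: plate controls were vehicle for no effect and reference inhibitor for full effect; nearly all actives have a fitted effect of over 55% in size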
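Activity was derived from the fluorescence gain between first and third kinetic reads (60 s intervals, ex 525/em 598 nm) after 50 nM THF-abasic TAMRA/BHQ-2 duplex was added to 0.75 nM APE1 preincubated 15 min with compound.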
Apoferritin bind = qHTS Assay for Identification of Novel General Anesthetics; 350,000 compounds, 0.074% hits; AID 485281, 2010; apoferritin/1-aminoanthracene competitive binding, fluorescence; Potency, µM (doses to about 77.5 µM), for inactives: top-dose activity change, negative = displacement, actives largely listed as inhibitors; also: % is scaled to controls: 0 for no effect and ±100 for the full control effect; nearly all actives have a fitted effect of over 20% in size
Target sequence (P02791 2-175 limits assumed): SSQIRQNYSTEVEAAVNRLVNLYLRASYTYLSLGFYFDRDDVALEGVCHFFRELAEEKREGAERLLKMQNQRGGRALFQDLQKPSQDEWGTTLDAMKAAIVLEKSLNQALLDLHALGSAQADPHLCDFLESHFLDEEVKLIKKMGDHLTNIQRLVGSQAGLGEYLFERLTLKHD
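Concentration-response curves derived by four-parameter Hill fitting of normalized fluorescence, where compounds displaced 1-AMA from 10 uM horse apoferritin following a brief 10 min room-temperature incubation; propofol titration acted as positive control.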
POLK inh = qHTS for Inhibitors of Polymerase Kappa; purified Pol kappa, fluorescent DNA synthesis assay, 10 min; AID 588579, 2011; 400,000 compounds, 0.53% hits; Potency, µM (titrated, usually from 107 µM), for inactives: top-dose activity, negative = inhibition, actives largely listed as inhibitors; DNA polymerase kappa (Homo sapiens), Q9UBT6; also: % is scaled to controls: 0 for no effect and ±100 for the full control effect
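Here, compound and 10 nM enzyme are combined for 15 min at room temperature; adding 50 nM substrate (final) starts DNA synthesis, tracked by fluorescence at 0 and 10 min against buffer-only wells.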
POLI inh = qHTS for Inhibitors of Polymerase Iota; DNA polymerase iota (Homo sapiens), Q9UNA4; Pol iota fluorescent replication assay, 10 min; Potency, µM (titrated, usually from 115 µM), inactives show top-dose activity, negative = inhibition, usual class: inhibitors; 390,000 compounds, 1% hits; AID 588590, 2011
Target sequence (Q9UNA4 whole entry, looked up): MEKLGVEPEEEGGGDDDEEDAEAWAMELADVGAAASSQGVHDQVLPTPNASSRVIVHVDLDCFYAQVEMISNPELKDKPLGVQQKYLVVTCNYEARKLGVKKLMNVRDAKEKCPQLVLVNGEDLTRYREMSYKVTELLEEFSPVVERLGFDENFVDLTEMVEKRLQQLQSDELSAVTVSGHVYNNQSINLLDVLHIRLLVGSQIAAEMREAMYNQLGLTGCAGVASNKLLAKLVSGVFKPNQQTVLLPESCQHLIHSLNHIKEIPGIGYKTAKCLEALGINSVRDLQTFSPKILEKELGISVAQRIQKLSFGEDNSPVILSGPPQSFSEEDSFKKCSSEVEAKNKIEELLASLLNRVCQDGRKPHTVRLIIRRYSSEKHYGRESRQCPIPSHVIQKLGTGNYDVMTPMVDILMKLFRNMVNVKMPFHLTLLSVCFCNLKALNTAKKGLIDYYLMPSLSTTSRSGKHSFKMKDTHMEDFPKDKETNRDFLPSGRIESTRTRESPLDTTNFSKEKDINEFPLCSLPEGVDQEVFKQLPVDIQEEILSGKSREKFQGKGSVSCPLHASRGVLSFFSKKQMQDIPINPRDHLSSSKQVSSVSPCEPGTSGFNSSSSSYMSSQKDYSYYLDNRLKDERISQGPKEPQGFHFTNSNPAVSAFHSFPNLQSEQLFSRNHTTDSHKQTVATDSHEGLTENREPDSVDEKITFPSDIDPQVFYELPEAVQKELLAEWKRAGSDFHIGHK
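Pol iota at 10 nM preincubated 15 min with compounds at room temperature; reaction started with fluorescent substrate, 50 nM final. Fluorescence read kinetically at 0 and 10 min; buffer-only wells as negative control.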
BLM inh = qHTS Assay for Inhibitors of Bloom's syndrome helicase (BLM). recombinant BLM DNA unwinding, fluorescence dequenching. Potency, µM (titrated, usually from 56.1 µM), for inactives: at the highest dose activity change, negative = inhibition, usual class: inhibitors. 350,000 compounds, 0.2% hits;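 also: plate controls were vehicle for no effect and no enzyme for full effect; nearly all actives have a fitted effect of over 35% in size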
Pol eta inh = qHTS for Inhibitors of Polymerase Eta; DNA polymerase eta (Homo sapiens), Q9Y253; recombinant Pol eta, fluorescent DNA replication assay; Potency, µM (top dose mostly 114 µM), inactives show top-dose activity change, negative = inhibition, actives largely listed as inhibitors; 390,000 compounds, 1.2% hits; AID 588591, 2011; also: % is scaled to controls: 0 for no effect and ±100 for the full control effect
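Pol eta (10 nM) was preincubated with compounds for 15 min at room temperature, after which fluorescent replication substrate (50 nM final) was added to start the reaction. Fluorescence was read kinetically at 0 and 10 min.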
G9a inh = qHTS Assay for Inhibitors of Histone Lysine Methyltransferase G9a; Potency, µM (doses to about 102 µM), for inactives: at the highest dose activity, negative = inhibition, hits mostly inhibitors; G9a H3K9 monomethylation, AlphaScreen, 2 h; 350,000 compounds, 8.8% hits; also: % is scaled to controls: 0 for no effect and ±100 for the full control effect; nearly all actives have a fitted effect of over 75% in size
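Readings reflect AlphaScreen signal from monomethyl-H3K9 antibody detection. HMT at 20 nM; substrate b-H3K9 500 nM; cofactor SAM 20 uM; 2 h RT reaction; compounds tested as titrations in qHTS with 15 min preincubation.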
Pol beta inh = qHTS Assay for Inhibitors of DNA Polymerase Beta; 340,000 compounds, 1.3% hits; P06746; Potency, µM (highest dose often 114 µM), for inactives: at the highest dose activity change, negative = inhibition, hits mostly inhibitors; Pol beta primer extension/strand displacement, fluorescence kinetic; also: % is scaled to controls: 0 for no effect and ±100 for the full control effect
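Reaction started by 50 nM substrate onto compound-treated Pol beta (10 nM, 15 min preincubation, room temperature); plates read at 0 min and 10 min. Normalized concentration-effect data fitted by four-parameter Hill equation.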
BAZ2B inh = qHTS Assay for Inhibitors of BAZ2B. AlphaScreen BAZ2B-H3K14Ac peptide displacement. Potency, µM (doses to about 114 µM), without a hit: top-dose activity change, negative = inhibition, most hits filed as inhibitors. 360,000 compounds, 4.4% hits; also: % is scaled to controls: 0 for no effect and ±100 for the full control effect; nearly all actives have a fitted effect of over 60% in size
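AlphaScreen displacement of biotin-H3(5-23)K14Ac peptide (50 nM final) from BAZ2B (50 nM final) in PBS pH 7.4, 0.01% Tween-20; complex preformed 30 min RT, then compounds (top 110 uM) 30 min RT, beads 20 min dark.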
* hit, by the source's call; ? = inconclusive; . = not tested or not shown; & = joins results of further samples; [ ] = remark or other dose. Calls follow the shape of the dose curve; as a rule, active = well fitted curve in the direction sought with a large enough effect; inconclusive = small, poorly fitted or top-dose-only effect, or another doubt; inactive = no such curve, though single readings can be large; an effect the other way counts as inactive or inconclusive. Potency is read from the fitted curve at half-maximal effect.

Molecule	Pol beta inh	Pol eta inh	BAZ2B inh	G9a inh	POLK inh	POLI inh	BLM inh	APEX1 inh	Apoferritin bind
CC1CCCCN1S(=O)(=O)c1cccc2cccnc12 (centres undefined)	1.0%	-9.7%	-6.2%	31.6µM*	-3.9%	9.8%	-1.1%	12.4%	-23.7%
COc1ccc2ccc(Oc3ncccn3)cc2c1	-15.6%	-12.0%	-1.2%	-6.7%[12.7 µM]	3.4%	19.1%	-4.9%	13.0%	-14.7%
CNC(=O)C1CCN(C(=O)N2CC(C)Oc3ccc(Cl)cc32)CC1 (centres undefined)	-29.3%	-22.8%	?	-9.8%[59 µM]	-2.9%	4.7%	-4.3%	.	?
CN(C(=O)c1nc(-c2ccccc2)n(-c2ccccc2)n1)C1CCS(=O)(=O)C1 (centres undefined)	52.2%	-18.9%	0.5%	14.4%	3.4%	32.7%[activator]	1.9%	17.2%	3.5%
COc1ccccc1CNc1ncnc2c1c(-c1ccccc1)cn2-c1cccc(C)c1	3.1%	-10.8%	?	-9.1%[59 µM]	-13.8%[60.1 µM]	4.1%	-6.5%	.	45.9%[activator]
CCCc1ccc(Oc2cc(NN3CCCCC3)c([N+](=O)[O-])cc2[N+](=O)[O-])cc1	-9.3%	?	-37.9%	-4.6%	-11.3%	-14.3%	-2.0%	20.9%	-3.9%
CC(C)(C)C(=O)Cn1c(=O)n(-c2ccc(F)cc2F)c(=O)c2sccc21	6.9%	-20.8%	-3.5%	9.5%[59 µM]	-0.2%	34.5%[activator]	-3.8%	15.0%	-10.3%
Nc1ccccc1Nc1cc(-c2ccccc2)nn1-c1cccc(Cl)c1	0.3%	-26.8%	11.2µM*	?	-6.9%	149.9%[activator]	-12.0%	1.0%	40.1%[activator]
COc1ccc(S(=O)(=O)N2CCN(C)CC2)cc1	10.6%	-12.3%	-7.0%	11.6%[59 µM]	-7.8%	7.5%	-3.6%	59.9%[activator]	-4.0%
CCCC(=O)C1=C(O)C(C(=O)OC)C(C)(C)CC1=Nc1ccc(N)cc1 (centres undefined)	?	0.0%	-33.9%	?	-4.2%	-1.6%	-3.6%	-4.0%	-14.9%
Cc1ccc(NC(=O)CS(=O)CC(=O)N2CCN(C3CCCC3)CC2)cc1 (centres undefined)	20.2%	-20.7%	0.7%	15.6%	1.3%	12.8%	2.2%	-9.1%	120.0%[activator]
CC(C)[C@H](NC(=O)c1ccccc1)C(=O)OCc1nc2scc(-c3ccccc3)c2c(=O)[nH]1	-2.4%	-22.1%	-28.9%	-6.4%[12.7 µM]	-1.1%	6.1%	2.7%	3.1%	-14.1%
O=C(c1ccccc1)c1cccc(NC(=O)c2ccco2)c1	7.1%	-15.2%	11.3%	1.2%[59 µM]	-7.7%	-4.8%	?	-3.0%	-20.9%
COc1ccccc1Nc1nc(N)nc(CSc2nncn2C)n1	?	-0.5%	?	7.3%	-15.9%	9.0%	-3.5%	?	-3.1%
COCCN(C(=S)Nc1cccc(C)c1C)C(C)c1ccco1 (centres undefined)	14.8%	-11.4%	-1.0%	-1.7%	-2.6%	?	-10.1%	18.0%	-7.7%

3 compounds out of the list above, arranged by the value under POLI inh, descending:
compound	POLI inh
COc1ccc(S(=O)(=O)N2CCN(C)CC2)cc1	7.5%
CC(C)[C@H](NC(=O)c1ccccc1)C(=O)OCc1nc2scc(-c3ccccc3)c2c(=O)[nH]1	6.1%
COc1ccccc1CNc1ncnc2c1c(-c1ccccc1)cn2-c1cccc(C)c1	4.1%

Random excerpt: two compounds from above
Molecule	Pol beta inh	Pol eta inh	BAZ2B inh	G9a inh	POLK inh	POLI inh	BLM inh	APEX1 inh	Apoferritin bind
CNC(=O)C1CCN(C(=O)N2CC(C)Oc3ccc(Cl)cc32)CC1 (centres undefined)	-29.3%	-22.8%	?	-9.8%[59 µM]	-2.9%	4.7%	-4.3%	.	?
Cc1ccc(NC(=O)CS(=O)CC(=O)N2CCN(C3CCCC3)CC2)cc1 (centres undefined)	20.2%	-20.7%	0.7%	15.6%	1.3%	12.8%	2.2%	-9.1%	120.0%[activator]

Next section:
Molecule	Pol beta inh	Pol eta inh	BAZ2B inh	G9a inh	POLK inh	POLI inh	BLM inh	APEX1 inh	Apoferritin bind
O=C(CN1CCCc2ccccc21)N/N=C/c1ccc(F)cc1F	-7.6%	-15.3%	-38.5%	7.6%[12.7 µM]	-4.1%	-15.9%	-3.7%	-1.6%	-12.0%
COc1cccc(OCc2nnc(SC)n2C)c1	5.3%	-12.9%	-3.1%	-1.3%	7.7%	9.7%	-2.3%	-5.8%	-5.5%
CC1CN(C(=O)c2cccc(S(=O)(=O)N3CCOCC3)c2)CC(C)O1 (centres undefined)	12.2%	1.5%	24.5%	-3.1%[59 µM]	-8.3%	15.7%	-4.1%	-0.8%	-6.2%
COCCNC(=O)c1cccc(OC2CCN(Cc3cccc(C(C)=O)c3)CC2)c1	10.1%	-21.7%	4.1%	51.7%	-10.7%	24.7%	-1.4%	21.0%	-6.4%
CCOC(=O)c1c(NC(=O)/C(C#N)=C/c2ccccc2)sc2c1CCC2	1.0%	-5.9%	-2.9%	-1.0%[59 µM]	-16.2%	76.6%[activator]	3.2%	.	-5.7%
O=C(O)Cc1csc(Nc2cccc(Cl)c2)n1	-23.0%	-9.9%	-36.6%	-14.4%[59 µM]	1.1%	1.7%	-2.7%	0.0%	10µM*
Cc1cc(Cl)c2oc(C(=O)N3CCCCC3CCN3CCCC3=O)c(C)c2c1 (centres undefined)	0.4%	-10.9%	50.1µM*	.	-3.5%	-24.6%	-6.8%	-9.6%	-3.4%
O=C(C1CC1)N1CCc2sccc2C1c1ccc(Cl)cc1 (centres undefined)	-3.0%	3.3%	0.5%	35.8%[59 µM]	3.0%	22.1%	-12.5%	?	-10.8%
CCC1C(=O)N=C(SCC(=O)Nc2nc3ccccc3s2)NC1=O (centres undefined)	14.6%	6.0%	-1.8%	-3.6%	-4.7%	-23.1%	-7.9%	15.5%	-8.4%
CCCc1cc(C(=O)Nc2nnc(C)s2)cs1	36.5%	-17.7%	4.9%	25.7%[59 µM]	-2.8%	23.3%	-2.1%	-1.9%	-1.5%
COc1ccccc1N1CCN(C(=O)c2cc3cc(C)ccc3[nH]2)CC1	-0.3%	-18.4%	-38.9%	0.9%[0.501 µM]	-2.9%	125.9%[activator]	-7.4%	3.6%	-7.9%
CCOC(=O)C1CCN(S(=O)(=O)Cc2ccc(Cl)cc2)CC1	4.9%	-3.0%	5.0%	21.0%[59 µM]	-3.7%	-9.5%	-0.9%	16.7%	3.2%
N#CCCCSc1nnnn1-c1cccc(Cl)c1	0.8%	-6.2%	10.9%	-2.2%[59 µM]	-2.9%	6.6%	0.8%	0.0%	-12.3%
Cc1ccc(CN2CCN(Cc3c[nH]c4ccccc34)CC2CCO)o1 (centres undefined)	-7.5%	-14.1%	-15.7%	-3.4%	-3.5%	72.9%[activator]	-0.6%	0.6%	-6.6%
CCNC(=O)c1sc(=S)n(CC)c1N	22.6%	-9.4%	?	12.6µM*	2.9%	-2.5%	-1.8%	11.4%	-8.0%
CCC(CO)Oc1cc(NC(=O)c2cccc(C)c2)c2ncn(C(C)C)c2c1 (centres undefined)	.	1.3%	.	.	-19.1%	?	.	-14.6%	.
CC(NC(=O)c1ccccc1OC(F)F)c1ccc(-n2ccnc2)cc1 (centres undefined)	26.0%	-10.2%	-33.2%	41.9%	-0.7%	16.6%	-1.9%	-6.6%	-23.2%
Cc1ccc(NC(=O)Cn2c(O)c(N=NS(=O)(=O)c3ccc(C)cc3)c3ccccc32)cc1	7.0%	-3.7%	-38.6%	2.51µM*	-4.1%	2.4%	2.4%	3.5%	-20.2%
Cc1ccc(S(=O)(=O)N2CCN(c3ncnc4ccccc34)CC2)cc1	.	-12.6%	-19.6%	24.8%[12.7 µM]	-9.8%&-0.8%	15.2%&-15.9%	.	14.5%	.
CCN(CC)CCOC(=O)c1ccc(NC(=O)c2nn(C)c3c2COc2ccccc2-3)cc1	7.4%	2.7%	-14.9%	-38.1%[59 µM]	7.7%	-3.2%	-0.1%	.	-3.1%
O=S(=O)(NC1CCN(S(=O)(=O)c2c(F)cccc2F)C1)c1ccc2c(c1)OCCO2 (centres undefined)	.	-11.6%	9.2%	2.6%[0.501 µM]	0.6%	13.1%	.	21.9%	.
CCN(CC)C(=O)Cn1ccc(NC(C)=O)nc1=O	41.6%	-9.0%	-8.8%	4.7%	-2.4%	-5.3%	-2.1%	3.3%	-3.1%
Cc1nnc(SCC(=O)Nc2cccc(Cl)c2)n1CC1CCCO1 (centres undefined)	18.6%	-13.4%	1.6%	11.1%	5.3%	43.1%[activator]	-1.5%	-10.8%	5.3%
Nc1c(N=Nc2ccccc2F)c(=O)[nH]n1-c1ccccc1	-21.9%	-15.9%	?	-42.6%	-0.1%	-2.0%	-0.5%	0.3%	-18.1%
Cc1ccc(-n2c(=O)c3sc4ccccc4c3n(CC(=O)NC3CCCC3)c2=O)cc1C	40.3%	-2.2%	-1.9%	-0.1%[59 µM]	-2.1%	24.5%	-3.8%	.	-11.6%
Cc1cccc(N2CCN(C(=O)C3CCN(S(=O)(=O)c4c(C)noc4C)CC3)CC2C)c1 (centres undefined)	?	-15.2%&-10.7%	-9.5%&-14.5%	-30.9%	-1.8%&1.6%	77.1%&-12.0%[activator]	-3.9%&-3.0%	7.8%	-18.9%&-5.6%

Not all compounds are listed; rates above refer to the full screens.
